TRHR ag: agonists of human TRH receptor. P34981. TRHR cells, calcium flux fluo-8, FDSS agonist mode. activation, % at 2 µM. actives 0.18% (n = 360,000). AID 493084; note: 0% is about no effect
Target sequence (P34981 whole entry, looked up): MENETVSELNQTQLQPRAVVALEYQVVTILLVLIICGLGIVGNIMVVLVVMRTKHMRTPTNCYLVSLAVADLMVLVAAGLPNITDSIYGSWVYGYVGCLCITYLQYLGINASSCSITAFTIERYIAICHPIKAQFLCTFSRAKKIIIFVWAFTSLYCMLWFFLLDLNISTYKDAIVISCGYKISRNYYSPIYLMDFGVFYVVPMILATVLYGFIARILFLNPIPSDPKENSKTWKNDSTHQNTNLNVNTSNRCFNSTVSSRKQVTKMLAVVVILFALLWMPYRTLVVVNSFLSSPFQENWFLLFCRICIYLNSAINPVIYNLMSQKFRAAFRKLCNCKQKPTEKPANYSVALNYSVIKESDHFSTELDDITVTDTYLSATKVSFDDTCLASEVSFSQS
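TRHR-expressing cells loaded with fluo-8 calcium dye; 23 nL library compound pin-transferred, kinetic FDSS fluorescence (Ex 480/Em 530) recorded about 180 s for agonist-induced calcium release, before a 10 nM TRH EC20 addition for potentiator mode.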
TRHR PAM: allosteric enhancers of human TRH receptor. P34981. TRHR cells, fluo-8 calcium fluorescence, EC20 TRH enhancement. enhancement, % at 2 µM. actives 0.66% (n = 360,000). AID 493056; in the data active = enhancement above about 30%; note: 0% is about no effect
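TRHR-expressing cells loaded with fluo-8 calcium dye were read kinetically (ex 480/em 530) during compound addition, then stimulated with an EC20 of TRH (10 nM final). Enhancement of the Gq-mediated intracellular calcium response was scored.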
D2 antagonist: antagonists of human D2 dopamine receptor. HEK293 TREx D2 cells, calcium flux, dopamine EC80. actives 2% (n = 340,000). inhibition, % at 10 µM. P14416; in the data active = inhibition above about 30%; note: 0% is about no effect
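Read-out: kinetic calcium fluorescence (1 cycle/s) in inducible HEK293 T-REx D2 cells after an EC80 dopamine addition that followed 180 s compound preincubation. Loss of the dopamine response indicates antagonism.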
D1 potentiator: potentiators of human D1 dopamine receptor. AID 504651. P21728. potentiation, % at 10 µM. HEK293 TREx D1 cells, calcium flux, dopamine EC20 potentiation. actives 0.036% (n = 360,000); in the data active = potentiation above about 30%; note: 0% is about no effect
Target sequence (P21728 whole entry, looked up): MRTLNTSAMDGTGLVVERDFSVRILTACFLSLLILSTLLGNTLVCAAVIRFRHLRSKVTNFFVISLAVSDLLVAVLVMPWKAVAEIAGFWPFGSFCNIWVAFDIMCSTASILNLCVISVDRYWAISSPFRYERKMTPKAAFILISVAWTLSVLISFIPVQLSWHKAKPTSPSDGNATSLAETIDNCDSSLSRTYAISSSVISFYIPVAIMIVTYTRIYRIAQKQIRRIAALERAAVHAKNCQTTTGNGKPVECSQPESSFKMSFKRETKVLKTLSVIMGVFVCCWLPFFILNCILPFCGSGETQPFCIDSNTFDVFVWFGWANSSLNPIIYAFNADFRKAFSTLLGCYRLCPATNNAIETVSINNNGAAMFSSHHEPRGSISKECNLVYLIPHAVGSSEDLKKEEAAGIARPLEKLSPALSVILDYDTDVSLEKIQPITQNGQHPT
D2 PAM: positive allosteric modulators of human D2 dopamine receptor; HEK293 T-REx D2, calcium flux, EC20 dopamine potentiation; actives 0.34% (n = 340,000); potentiation, % at 10 µM; P14416;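 active = potentiation over 3 SD above the plate norm, cut at about 30% in these data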; note: 0% is about no effect
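Potentiation of an EC20 dopamine calcium response is measured in a force-coupled, tetracycline-inducible Hek293 Trex D2 line. Compound-only kinetic reads over 180 s flag agonists before dopamine addition.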
D1 ag: human D1 receptor agonism | activation, % at 2 µM | AID 504660 | actives 1% (n = 360,000) | P21728 | HEK293 T-REx D1 cells, calcium flux, agonist mode; note: 0% is about no effect
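Tetracycline-induced HEK293 TREx D1 cells, force-coupled to calcium signalling, were dye-loaded with a no-wash calcium kit. Compound was pin-added after a 10 s baseline. Fluorescence was read kinetically at 1 cycle/s for 180 s, with calcium rises flagged as agonism.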
D1 antag: antagonists of human D1 dopamine receptor. P21728. HEK293 TREx D1 cells, calcium flux, dopamine EC80; active compounds read low. activity change, negative = inhibition, % at 10 µM. actives 3.2% (n = 360,000). AID 504652; in the data active = activity change below about -30%; note: % is set by controls: 0 for no effect and ±100 for the full control effect
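Tetracycline-induced HEK293 Trex D1 cells, force-coupled to calcium, dye-loaded; compounds added and read 180 s, then EC80 dopamine added and calcium flux tracked kinetically another 180 s.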
RXFP1 antag: blocks the human relaxin receptor RXFP1 | Q9HBX9 | HEK293-RXFP1, relaxin-stimulated cAMP HTRF, 30 min; active compounds read low | activity change, negative = inhibition, % at 57.5 µM | actives 0.59% (n = 350,000) | AID 1259400;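 active = activity change of -60% or lower, but not beyond a set lower limit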; note: % is set by controls: 0 for no effect and ±100 for the full control effect
D2 ag: activates the human D2 dopamine receptor. activation, % at 2 µM. HEK293 T-REx D2 cells, calcium flux agonist mode. actives 0.53% (n = 340,000). AID 485358. P14416;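 active = activation over 3 SD above normal in the single-dose calcium agonist read, cut at about 30% in these data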; note: 0% is about no effect
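Calcium-flux readout, 1 cycle/sec over 180 s following compound pin transfer, in inducible HEK293 Trex D2 cells (force-coupled); dopamine controls included. Positive calcium responses during this window marked compounds as potential agonists.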
Active calls of the source: *; · = no result given; & = joins results of further samples. Cut-off read from the data, not from the text of the source, unless noted: active = activation above about 30%; inactive = the rest. Compounds as they come; about 7.1% have a hit in one of these screens.

SMILES	TRHR ag	TRHR PAM	D2 antagonist	D1 potentiator	D2 PAM	D1 ag	D1 antag	RXFP1 antag	D2 ag
CSCCC(NC(=O)c1ccccc1)C(=O)O (centres undefined)	-0.1	2	13	-6	-5	6	44	-1	2.3
Cc1ccc(C(=O)NCC(=O)OCC(=O)c2ccc3c(c2)OCCO3)cc1C	-1.1	4	9	-4	14	1	18	0	0.3
NC(=O)c1ccc(NC(=O)c2cccc3c2OCCCO3)cc1	-0.1	-1	-21	2	6	4	7	-4	0.8
COc1ccc(C(=O)N/N=C\c2ccc(OC)c(COc3ccccc3Br)c2)c(OC)c1	0.2	-6	5	-1	2	3	-10	-2	-0.3
COc1ccc2nc(NC(=O)CCc3ccc(OC)c(OC)c3)sc2c1	0.7	20	4	-9	3	2	14	-1	-0.8
Cc1nc(Cl)c(C(=O)NC(=O)Nc2cccc(C(F)(F)F)c2)c(C)c1[N+](=O)[O-]	-0.4	6	4	4	3	-2	6	-20	0.4
O=C(Cc1c(F)cccc1Cl)N1CCOCC1	0.2	-4	·	-4	0	-1	-36*	2	·
CCNc1c(NS(=O)(=O)c2ccc(C3CCCCC3)cc2)c(=O)oc2ccccc12	-0.8	7	17	13	23	-3	50	-6	-2.0
CCOC(=O)c1cc(NC(=O)c2cccnc2)ccc1N1CCOCC1	0.3	21	-8	-3	2	4	1	-13	0.6
COc1ccc(OC)c(/C(O)=C/C(=O)C(=O)Nc2ccccc2OC)c1	1.1	28	5	-3	-2	0	5	-5	0.4
COc1ccccc1N1CCN(C(=O)CSc2nnc(-c3ccoc3C)o2)CC1	-1.7	2	-3	0	-5	0	-9	-15	-0.3
Cc1[nH]c(=S)sc1Cc1ccc(Cl)c(Cl)c1	2.2	4	·	-11	·	0	-4	·	·
O=c1cc(-c2ccccc2)c2c(O)cc(O)cc2o1	1.6	-8	·	-4	·	0	0	5	·
Cc1[nH]n(-c2cccc3ccccc23)c(=O)c1/C=N/NC(=O)c1cccc([N+](=O)[O-])c1	-0.1	4	2	-3	-1	0	-1	·	-0.9
CCCCc1cc(=O)oc2cc(OCc3nn[nH]n3)c(Cl)cc12	0.1	3	4	-15	-8	0	0	-7	-0.1
C=C1CCN(C(C(=O)OC)C(C)C)S(=O)(=O)c2ccc(F)cc21 (centres undefined)	-0.3	8	-22	-7	14	2	5	·	0.0
O=C(Nc1ccccc1N1CCCC1)c1ccccc1Cl	-0.1	2	-2	-6	5	0	-8	-9	-0.4
COc1ccc(-c2[nH]c(-c3ccc(Cl)cc3)nc2SCC(=O)NCC2CCCO2)cc1 (centres undefined)	-0.8	3	·	-1	-22	1	-6	-33	-2.4
O=C1c2cccnc2C(Nc2ccc(S(=O)(=O)N3CCCCCC3)cc2)N1Cc1ccccc1 (centres undefined)	-0.1	-7	6	1	-5	3	3	-9	0.4
O=C1Nc2ccccc2C1=Nc1ccc(S(=O)(=O)Nc2nccs2)cc1	0.7	1	-1	3	18	1	-12	-12	1.0
COc1ccc(OCC(O)CN2CCCC2)cc1 (centres undefined)	0.1	-3	-2	-6	-3	4	-8	2	0.2
Cc1ccc(SCc2nc(N)nc(Nc3ccccc3C)n2)cc1C	-1.6	0	-19	-13	-1	1	1	-12	1.4
Cc1ccc(NC(=S)N2CCC(N(C)CC3CCCO3)CC2)cc1 (centres undefined)	-0.6	-3	6	-4	7	-1	-40*	-8	0.3
CN(C)C(CNC(=O)C1CCCN(C(=O)c2ccc(Cl)cc2)C1)c1ccco1 (centres undefined)	0.1	-5	-5	-4	-3	0	-3	2	0.6
Cc1ccc(CCNc2nc3ccccc3c3nc(-c4ccccc4)nn23)cc1	-0.4	7	·	-5	-7	0	-13	·	-0.4
O=C(CSc1nc2c(cnn2-c2ccc(F)cc2)c(=O)[nH]1)N1CCOCC1	0.5	0	-6	1	-5	2	-11	-13	0.4
COc1ccc(-c2cc(=O)oc3c4c(ccc23)OCN(Cc2cccc(OC)c2)C4)cc1	2.2	4	·	-2	-22	5	1	-6	-0.1
Cc1ccc(-c2[nH]nc(N)c2N=Nc2ccccc2C)cc1	1.4	7	0	-2	-10	1	-9	-5	0.2
Cc1ccccc1NC(=O)CSCC(=O)Nc1ccccc1C	-0.1	6	9	0	-1	2	0	-9	0.7
COc1cccc(C2NC(=O)c3ccccc3O2)c1OC (centres undefined)	0.2	3	3	-4	-5	0	-9	9	0.1
Cc1ccc(C(=O)C2CCN(S(=O)(=O)c3c(C)noc3C)CC2)cc1	-0.1	5	-14	-4	-1	1	3	-2	0.6
C[N+]1(CC(=O)OC2CCCCCCCCCCC2)CCCC1	0.1	1	6	-8	·	2	3	-6	1.2
CC(=O)c1c(C(C)=O)c(C)n(-c2nc(-c3ccc(C)c(C)c3)c(C)s2)c1C	0.6	-2	2	-3	1	2	-6	-9	-0.5
Cc1oc2ncn(CC(C)C)c(=O)c2c1C(=O)Nc1cccc(C(F)(F)F)c1	0.5	6	·	-3	-7	0	11	·	0.3
COc1cc2c(cc1OC)C(c1cc3cc4c(cc3[nH]c1=O)OCO4)N(C(=O)C1CC1)CC2 (centres undefined)	-0.3	-4	33*	-5	-7	-1	-2	-15	-0.5
Clc1ccccc1-c1nnc2sc(-c3ccncc3)nn12	-0.1	5	-3	-2	-1	0	-27	-11	-0.9
Cc1cc(/C=N/NC(=O)CC2(C)OCCO2)c(C)n1-c1cc(Cl)cc(Cl)c1	-0.8	4	21	8	-2	15	8	-11	0.0
Cc1cccc(NCN2C(=O)c3ccncc3C2=O)n1	0.4	-1	13	-1	-1	0	5	9	-0.1
OC1=C(O)c2nc3cc(F)ccc3nc21	0.1	6	-12	4	3	2	-15	3	-0.4
COc1ccc2[nH]c(C(=O)O)c(NS(=O)(=O)c3ccc(F)cc3)c2c1	0.1	2	4	1	-6	3	1	-3	1.0
COc1cccc(C2Nc3ccccc3C(=O)N2O)c1O (centres undefined)	-0.6	-8	-7	-3	-2	1	-8	-3	-0.4
Cc1ccccc1NC(=O)Cn1c(=O)n(Cc2ccc3c(c2)OCO3)c(=O)c2ccccc21	-0.4	3	·	1	2	3	-20	·	0.3
O=C(CCCn1ncn2c(cc3occc32)c1=O)N1CCc2ccccc2C1	-0.4	11	14	9	11	0	2	5	-0.9
Cc1cc(C)cc(NC(=O)NCc2c(-c3ccccc3)noc2C)c1	-3.0	-8	-2	-3	-4	8	-9	14	-0.2
C=CCNS(=O)(=O)c1ccc(OCC(=O)OCC)cc1	-0.1	-8	-1	-4	0	4	-2	-3	0.2
Cc1ccc(Cl)cc1NC(=O)c1cc(S(=O)(=O)N2CCCCCC2)cn1C	-0.4	-4	·	-2	-9	7	2	·	-0.2
O=C(NC1=NCCS1)c1cccs1	0.0	-2	-1	-1	2	1	3	-7	0.2
Cc1sc2nc(CN(C(=O)NC3CCCCC3)C3CCCC3)[nH]c(=O)c2c1C	-0.2	0	-8	10	1	3	-9	·	-0.5
O=C(C/C=N\OCc1ccc([N+](=O)[O-])cc1)Nc1ccc(F)cc1F	0.3	3	-12	-6	8	18	-3	-6	0.6
COC(CNC(=O)c1ccc2c(c1)ncn2-c1cccc(F)c1)OC	-0.5	2	·	-3	·	-1	-16	1	·
CC(C)(C)C1CCC(=NNC(=O)CC(=O)NCc2ccccc2)CC1 (centres undefined)	0.7	2	-20	1	18	1	3	1	2.1
COCCCn1c(SCC(=O)Nc2sc3c(c2C#N)CCCC3)nnc1-c1ccncc1	-0.9	4	-15	-5	10	1	-3	-3	-0.3
Cc1ccc(C2=CSC3=NS(=O)(=O)CCN23)cc1C	0.0	-1	4	-8	-1	4	17	3	0.2
CC12CCCCC1NS(=O)(=O)OC2 (centres undefined)	0.1	-3	13	8	0	0	1	·	0.3
Cc1ccc2c(c1)C1C3CCC(C3)C1S(=O)N2 (centres undefined)	-0.2	10	11	-3	7	-1	-8	-13	-0.4
Cc1nn(-c2ccc(F)cc2)c(-n2cccc2)c1C(=O)N1CCCCC1C (centres undefined)	-0.4	-1	·	-2	-3	0	5	·	-0.4
CC(C)C(C)NC(=O)COc1ccc(-c2ccccc2)cc1 (centres undefined)	-0.5	-4	-12	-2	6	-2	·	-14	0.0
CN1CCN(C(=O)/C(=C/c2cn(S(=O)(=O)N(C)C)c3ccccc23)NC(=O)c2ccccc2F)CC1	0.5	-9	-6	-4	9	-1	2	1	0.3
O=C(COC(=O)C1CC2CCCC(C1)C2=O)NNC(=O)c1ccc([N+](=O)[O-])cc1 (centres undefined)	0.3	-11	-17	-10	16	2	8	5	-0.9
C=CCc1cc2c(oc(=O)c3ccccc32)c(C)c1O	-0.8	-2	·	-1	·	3	5	-1	·

An excerpt from above, showing only RXFP1 antag and D2 PAM:
| SMILES | RXFP1 antag | D2 PAM |
| --- | --- | --- |
| O=C(C/C=N\OCc1ccc([N+](=O)[O-])cc1)Nc1ccc(F)cc1F | -6 | 8 |
| COCCCn1c(SCC(=O)Nc2sc3c(c2C#N)CCCC3)nnc1-c1ccncc1 | -3 | 10 |

Remaining list, next part.
SMILES	TRHR ag	TRHR PAM	D2 antagonist	D1 potentiator	D2 PAM	D1 ag	D1 antag	RXFP1 antag	D2 ag
CCCn1c(SCC(=O)NC(C)(C)C)nnc1C(C)C	-0.2	-2	-6	0	2	4	11	-6	0.4
COc1ccc(Cc2noc(CN3CCN(Cc4cccc(Cl)c4)CC3)n2)cc1OC	-0.4	-5	-14	-9	-4	7	-7	-8	0.8
O=C(Nc1nc(-c2ccc(F)cc2)cs1)c1cnccn1	0.7	0	17	-2	-9	3	-2	·	-0.1
Brc1c(CSc2nncn2-c2ccccc2)nc2sccn12	-0.3	-1	14	-6	5	-1	44	-9	0.3
O=C(NCCc1ccc(Cl)cc1)C1CCN(c2cnccn2)CC1	-0.3	-6	0	-2	-3	1	0	7	-1.1
C=CCNC(=S)Nc1ccc2nc(C)oc2c1	0.3	-7	12	-2	4	1	-16	-8	0.3
COc1cccc(C(=O)Nc2ccc3c(c2)CCCN3C(=O)c2cccs2)c1OC	0.0&-0.7	-3&-6	-1	8&0	6&2	1&2	-14&-14	-22&-10	0.3&0.4
CCC(=O)N1CCN(c2ccc(Cl)cc2NC(=O)c2cccc([N+](=O)[O-])c2)CC1	3.0	1	0	4	-17	2	2	-1	2.5

6 of the compounds above, with values under each structure.
Value order – TRHR ag | TRHR PAM | D2 antagonist | D1 potentiator | D2 PAM | D1 ag | D1 antag | RXFP1 antag | D2 ag
COc1ccc(Cc2noc(CN3CCN(Cc4cccc(Cl)c4)CC3)n2)cc1OC
→ -0.4 | -5 | -14 | -9 | -4 | 7 | -7 | -8 | 0.8
O=C(Nc1nc(-c2ccc(F)cc2)cs1)c1cnccn1
→ 0.7 | 0 | 17 | -2 | -9 | 3 | -2 | · | -0.1
Brc1c(CSc2nncn2-c2ccccc2)nc2sccn12
→ -0.3 | -1 | 14 | -6 | 5 | -1 | 44 | -9 | 0.3
O=C(NCCc1ccc(Cl)cc1)C1CCN(c2cnccn2)CC1
→ -0.3 | -6 | 0 | -2 | -3 | 1 | 0 | 7 | -1.1
C=CCNC(=S)Nc1ccc2nc(C)oc2c1
→ 0.3 | -7 | 12 | -2 | 4 | 1 | -16 | -8 | 0.3
COc1cccc(C(=O)Nc2ccc3c(c2)CCCN3C(=O)c2cccs2)c1OC
→ 0.0&-0.7 | -3&-6 | -1 | 8&0 | 6&2 | 1&2 | -14&-14 | -22&-10 | 0.3&0.4
